# NS3h inh CB: hepatitis C NS3 helicase inhibition, primary screen; NS3h Cy5-dT15 DNA binding, fluorescence polarization; inhibition, % at 100 µM; 1.6% of 16,000 active; AID 687043;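 active = inhibition above the average over every tested compound plus 3 SD, cut at about 40% in these data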
# Cy5 interf NS3h: Cy5 fluorescence interference, HCV helicase counter-screen; Cy5-dT15 DNA with NS3h; actives lie on both sides; signal over control mean, under 1 quenches; fluorescence interference ratio at 100 µM; 6% of 16,000 active; AID 720488;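 active = compound fluorescence over control fluorescence at most 0.8, a quencher, or at least a set upper limit, an enhancer; inactive = ratio between 0.8 and the set upper limit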
# * marks the source's active call; other numbers are inactive results.
no.	canonical_smiles	NS3h inh CB	Cy5 interf NS3h
1	COc1ccc2occ(C(=O)c3ccc(N=C(C)N(C)C)cc3)c2c1	-4	1.1
2	COCc1cc(=O)n2[nH]c(-c3ccc(C)cc3)cc2n1	8	1.1
3	N#Cc1ccc(NC(=O)c2ccccc2)cc1	13	0.99
4	CN=C(NOCc1ccccc1)c1nonc1N	-6	0.92
5	O=C1OC(c2sc3ccccc3c2Cl)=N/C1=C/c1ccc(F)cc1	2	1.1
6	O=C(NCCCNc1ccc([N+](=O)[O-])cc1Cl)c1cccc(Br)c1	11	0.98
7	CCN1C(=O)/C(=C\c2cn(-c3ccccc3)nc2-c2ccc(OC)c([N+](=O)[O-])c2)SC1=S	9	1
8	Cc1cc2ncn(CC(=O)N3CCOCC3)c2cc1C	4	1.1
9	CC(C)(CN1CCOCC1)NS(=O)(=O)c1ccccc1	-2	1
10	O=C(CN1C(=O)c2ccccc2C1=O)N1CCCCCC1	5	1
11	O=C1NC(=S)NC(=O)C1=Cc1ccc(Oc2ccc([N+](=O)[O-])cn2)cc1	4	1.1
12	CC(C)(CO)N=C1NS(=O)(=O)c2ccccc21	-1	1
13	O=[N+]([O-])c1ccc(Nc2nc(OCC(F)(F)C(F)F)nc(OCC(F)(F)C(F)F)n2)cc1	17	0.86
14	O=C(NC(Cc1ccc(O)cc1)C(=O)O)/C(=C/c1ccccc1)NC(=O)c1ccccc1 (stereo not given)	-12	0.97
15	Cc1ccc(C(=O)c2cccc(NC(=O)CC(C)C)c2)cc1C	3	1
16	O=C(NCc1ccc(Cl)cc1)c1cccc(Br)c1	3	0.92
17	CCOc1ccc(N(CC(=O)N(C)C)S(=O)(=O)c2ccc(SC)cc2)cc1	5	0.97
18	Cc1ccc(S(=O)(=O)NCCNc2ccc([N+](=O)[O-])cc2Cl)cc1	12	0.94
19	Cc1ccc(N2CC(C(=O)Nc3ccccc3C)CC2=O)cc1 (stereo not given)	24	0.99
20	CC(=O)C(C1=NC(C)(C)Cc2cc(C)c(C)cc21)c1ccccc1 (stereo not given)	18	0.96
21	CCOC(=O)C(=CNC(CO)C(=O)O)C(=O)OCC (stereo not given)	0	1.1
22	CCOC(=O)Cn1nc(C(F)(F)F)c(Cl)c1C	3	0.97
23	O=C(CCC(=O)OCC(F)(F)C(F)F)Nc1ccc(Cl)cc1Cl	8	0.78*
24	CC(=O)Nc1ccc(NS(=O)(=O)Cc2ccccc2)cc1	4	1.1
25	Cc1ccccc1-n1c(=O)c2ccccc2n2c(=O)[nH]nc12	-2	1.1
26	O=C1C(=O)N(c2nccs2)C(c2cccc(Br)c2)C1=C(O)c1ccc(F)cc1 (stereo not given)	2	0.83
27	Cc1ccc(OCC(=O)Nc2ccc(I)cc2Cl)cc1C	-3	1
28	O=C(Cc1ccccc1)NC(NC(=S)Nc1ccccc1Cl)C(Cl)(Cl)Cl (stereo not given)	1	1.1
29	CCOc1ccc(N2C(=O)NC(=O)C(=S(C)C)C2=O)cc1	0	1.1
30	O=c1/c(=C\c2ccc(OCc3ccc([N+](=O)[O-])cc3)cc2)sc2nc3ccccc3n12	4	0.96
31	CC(=O)Nc1ccc(/C=C(\C#N)c2nc(-c3ccc([N+](=O)[O-])cc3)cs2)cc1	6	0.98
32	CCOc1cc(C(=S)N2CCOCC2)ccc1OC(=O)c1cccc([N+](=O)[O-])c1	9	0.9
33	COc1ccccc1C1=NN(C(=O)CCC(=O)O)C(c2ccc(Br)cc2)C1 (stereo not given)	1	1.1
34	COc1ccc(N(CC(=O)Nc2ccccc2Cl)S(=O)(=O)c2ccc(C)cc2)c(OC)c1	-1	1.2*
35	COc1ccc(N2CN=C3SC(CO)(CO)C(=O)N3C2)cc1	1	1.1
36	O=C(Nc1cccc2nsnc12)c1ccccc1[N+](=O)[O-]	10	1.1
37	COc1ccc(NS(=O)(=O)c2c(C)cc(C)cc2C)cc1	11	0.91
38	CCOc1ccc(/C=C2/Sc3ccccc3C2=O)cc1OCC	6	0.96
39	CC(C)(C)NC(=O)c1cccc(Oc2ccc([N+](=O)[O-])cc2)c1	5	1
40	Cc1ccc2nsnc2c1NC(=O)c1ccc(-c2ccccc2)cc1	2	0.97
41	COc1ccc(-c2c(C#N)c(N)c(C#N)c3c2CCCC3)cc1	15	0.89
42	CCC(C)c1ccccc1OCC(=O)Nc1nccs1 (stereo not given)	0	0.84
43	Cc1ccc(C)c(NCN2C(=O)S/C(=C/c3cccc(Br)c3)C2=O)c1	7	0.98
44	COc1ccc(Cl)cc1N(CC(=O)NCCSc1ccccn1)S(=O)(=O)c1ccccc1	12	1
45	O=[N+]([O-])c1ccc(NC(=S)Nc2ccccc2)c(O)c1	6	0.92
46	Cc1cccc(N2C(=O)c3ccccc3C2=O)n1	2	0.98
47	O=C(Nc1c(-c2ccccc2)c2cc(Br)ccc2[nH]c1=O)c1cccc(Cl)c1	7	0.94
48	COc1ccc(S(=O)(=O)N(C)Cc2ccccc2)cc1Br	7	1
49	O=C1C=CC(=O)N1c1ccccc1SC(F)(F)F	45*	0.79*
50	COc1ccc(N=Cc2ccc(Br)s2)c([N+](=O)[O-])c1	19	0.97
51	C=CCOc1ccccc1C=C1C(=O)NC(=S)NC1=O	56*	0.92
52	Cc1ccc(/C=N\NC(=O)c2cccnc2)o1	2	1
53	CC(=O)SC(CC(=O)c1ccccc1)c1cn(-c2ccccc2)nc1-c1ccc(C)cc1 (stereo not given)	8	0.86
54	O=C(N/N=C\c1ccc[nH]1)c1ccccc1[N+](=O)[O-]	15	0.67*
55	Cc1cc2nc(-c3cc(NC(=O)COc4ccc([N+](=O)[O-])cc4)ccc3O)oc2cc1C	11	1.1
56	CNC(=O)OC12CC3CC(C)(CC(C)(C3)C1)C2	-5	0.87
57	Cc1ccc(N2C(=O)/C(=C/c3ccc(O)cc3)C(=O)NC2=S)cc1	5	1
58	Cc1nn(CC(=O)Nc2ccc(Cl)cc2Cl)c(C)c1[N+](=O)[O-]	-3	1.1
59	NC(=O)C1(S(=O)(=O)c2ccccc2)CCCCC1	-16	0.95
60	O=C(NNc1nc(-c2ccccc2)cs1)c1cccc(Br)c1	4	1

# Following part:
no.	canonical_smiles	NS3h inh CB	Cy5 interf NS3h
61	Cc1ccc(/C=C2\C=C(c3ccc(Cl)cc3)OC2=O)o1	27	0.99
62	CC(=O)Nc1cccc(/C(C)=N\N=C2/NC(=O)C(CC(=O)Nc3ccc(C(=O)O)cc3)S2)c1 (stereo not given)	6	1.2
63	Cc1cccc(NC(=O)c2ccccc2NC(=O)c2ccccc2F)c1	13	0.95
64	COc1ccc(C(=O)CC2(O)C(=O)Nc3ccc(Br)cc32)cc1 (stereo not given)	2	1
65	Cc1ccc(NC(=O)C(c2ccccc2)c2ccccc2)c(C)c1	12	0.94
66	Cc1cc(C)c(S(=O)(=O)NCc2ccc(S(N)(=O)=O)cc2)c(C)c1	5	0.94
67	O=C(NCCCN1CCOCC1)/C(=C/c1cccc(Oc2ccccc2)c1)NC(=O)c1ccccc1	7	0.89
68	COc1ccc(S(=O)(=O)N2CCN(S(=O)(=O)c3ccc(C)cc3)CC2)cc1	6	1.1
69	Cc1cc(C=C2C(=O)NC(=O)NC2=O)c(C)n1-c1cccc([N+](=O)[O-])c1	-7	0.85
70	COC(=O)C1=C(C)NC(C)=C(C(=O)OC)C1c1cccc(Oc2ccccc2)c1	20	0.91
71	CC(=O)N(C)c1ccc(N=Cc2c(C)[nH]c3ccccc23)cc1	4	1
72	Cc1ccc(CN2CCN(/N=C\c3ccc(C)s3)CC2)cc1	9	1
73	Cc1ccc2ncnc(N(CC(C)C)CC(C)C)c2c1	-10	0.96
74	O=C(NCc1ccccc1)c1ccccc1Cl	7	0.79*
75	CCOP(=O)(OCC)C(C)(CC)NC(=S)Nc1c(C)cc(C)cc1C (stereo not given)	2	1
76	C=CCOc1ccc(/C=C2\C(=O)N(c3cccc(C(=O)O)c3)N=C2C)cc1OC	36	0.95
77	Cc1cc(/C=C2\C(=O)NC(=S)N(c3ccccc3F)C2=O)c(C)n1-c1cccnc1	8	1
78	COCCCN1C(=O)C(=Cc2c(NCC3CCCO3)nc3ccccn3c2=O)SC1=S (stereo not given)	17	0.97
79	O=C(Nc1cccc([N+](=O)[O-])c1)c1ccc(-c2ccccc2)cc1	4	1
80	COc1ccc(C2=C(Nc3ccc4oc5ccccc5c4c3)c3ccccc3C2=O)cc1	3	0.94
81	O=C1Nc2ccc([N+](=O)[O-])cc2C12NN=C(c1ccccc1)S2 (stereo not given)	8	0.85
82	CCc1ccc(NC(=O)C(=O)NC2CC(C)(C)NC(C)(C)C2)cc1	-3	1
83	C=CCNC(=O)C(=O)NCc1ccc(C)cc1	-9	0.98
84	O=[N+]([O-])c1ccc(Cl)c(S(=O)(=O)NCc2ccccn2)c1	1	1
85	COc1ccc(-n2nc3cc(C)c(NC(=O)c4ccc(Cl)cc4Cl)cc3n2)cc1	3	1.1
86	COC(=O)c1ccc(-c2ccc(/C=C3/SC(=S)N(C)C3=O)o2)cc1	-7	0.88
87	N/N=C(/c1ccccc1)C12CN3CN(CN(C3)C1)C2	8	1.2
88	Cc1ccc(NC(=O)C2CC2(c2ccccc2)c2ccccc2)cc1 (stereo not given)	11	0.97
89	Cc1ccc(OCCCN2CCOCC2)cc1	-9	1
90	CCc1ccccc1NC(=O)CN(c1ccccc1OC)S(=O)(=O)c1ccccc1	20	0.99

# Some of the entries so far, as labelled records.
80. COc1ccc(C2=C(Nc3ccc4oc5ccccc5c4c3)c3ccccc3C2=O)cc1
  NS3h inh CB = 3; Cy5 interf NS3h = 0.94

9. CC(C)(CN1CCOCC1)NS(=O)(=O)c1ccccc1
  NS3h inh CB = -2; Cy5 interf NS3h = 1

64. COc1ccc(C(=O)CC2(O)C(=O)Nc3ccc(Br)cc32)cc1 (stereo not given)
  NS3h inh CB = 2; Cy5 interf NS3h = 1

20. CC(=O)C(C1=NC(C)(C)Cc2cc(C)c(C)cc21)c1ccccc1 (stereo not given)
  NS3h inh CB = 18; Cy5 interf NS3h = 0.96

# The list goes on.
No.	SMILES	NS3h inh CB	Cy5 interf NS3h
91	COc1ccc(CCNC(=O)c2ccc(N(Cc3ccc(Cl)cc3)S(C)(=O)=O)cc2)cc1OC	8	0.75*
92	COc1ccccc1-c1coc2cc(OC(C)=O)ccc2c1=O	6	1.1
93	O=[N+]([O-])c1ccc(NCCCNS(=O)(=O)c2ccccc2)cc1	11	1
94	O=C1CC(c2ccc(Cl)cc2)CC2=C1C(c1ccccc1[N+](=O)[O-])Nc1ccccc1N2 (stereo not given)	6	1
95	O=S(=O)(c1ccc(Br)cc1)n1ccc2ccccc21	13	0.91
96	CCCCOC(=O)c1ccc(NC(=O)COc2ccc3c(C)cc(=O)oc3c2)cc1	-2	1.1
97	CCN1/C(=C\C=C\c2n(CCCS(=O)(=O)[O-])c3cc(C#N)ccc3[n+]2CC)Oc2ccc(-c3ccccc3)cc21	6	1
98	CCCCNC(=O)/C(=C/c1ccc(-c2cccc([N+](=O)[O-])c2)o1)NC(=O)c1ccc(OC)cc1	12	0.99
99	COc1ccc(N(CC(=O)N2CCCC2)S(C)(=O)=O)cc1	1	0.95
100	c1ccc(CN=C2CCCc3ccccc3N2)cc1	-6	0.96
101	COc1ccccc1/C=N\N=C1/NC(=O)C(Cc2ccc(Cl)cc2Cl)S1 (stereo not given)	-19	1.2
102	COc1ccc(N2C(=O)c3ccccc3NC2c2ccc(OC)c(Cn3nc(C)c([N+](=O)[O-])c3C)c2)cc1 (stereo not given)	5	0.9
103	COC(=O)C(=CC(C(=O)OC)C(=O)OC)C(=O)OC	6	0.93
104	O=C(NCc1ccco1)c1nn2c(c1Cl)NC(c1cccs1)CC2C(F)(F)F (stereo not given)	8	1.1
105	CCOC(=O)C1=C(C)N=C2c3ccccc3C(=O)C2C1c1ccc(Cl)cc1 (stereo not given)	9	0.89

# Compound profiles, as listed above. Order of screens: NS3h inh CB | Cy5 interf NS3h
# CCCCNC(=O)/C(=C/c1ccc(-c2cccc([N+](=O)[O-])c2)o1)NC(=O)c1ccc(OC)cc1 is listed with 12 | 0.99
# COC(=O)C(=CC(C(=O)OC)C(=O)OC)C(=O)OC is listed with 6 | 0.93
# O=[N+]([O-])c1ccc(NCCCNS(=O)(=O)c2ccccc2)cc1 is listed with 11 | 1
# CCN1/C(=C\C=C\c2n(CCCS(=O)(=O)[O-])c3cc(C#N)ccc3[n+]2CC)Oc2ccc(-c3ccccc3)cc21 is listed with 6 | 1
# COc1ccc(N(CC(=O)N2CCCC2)S(C)(=O)=O)cc1 is listed with 1 | 0.95

# More structures follow.
No.	SMILES	NS3h inh CB	Cy5 interf NS3h
106	O=C(CSc1cc(Cl)ccc1Cl)Nc1cccc(Cl)c1	10	1
107	Cc1ccc(N2C(=O)CSC2c2ccc(Cl)cc2)cc1C (stereo not given)	8	0.89
108	C=CCNC(=O)c1ccc(N2C(=O)c3ccccc3C2=O)cc1	10	1.1
109	O=C(NC(=S)Nc1ccc([N+](=O)[O-])cc1)c1ccco1	-9	1
110	Cc1csc(-c2cc3ccc(O)c(CN4CC5(C)CC4CC(C)(C)C5)c3oc2=O)n1 (stereo not given)	8	0.88
111	COc1ccc(/C(N)=N\OC(=O)c2ccccc2I)cc1	15	0.98
112	O=C(c1cccc(C#Cc2ccccc2)c1)N1CCN(C/C=C/c2ccccc2)CC1	17	0.97
113	COc1cc(C2C3=C(CC(C)(C)CC3=O)OC3=C2C(=O)CC(C)(C)C3)cc(Br)c1OCc1ccccc1	12	0.83
114	Cc1ccc(CNC(=O)C(=O)NCc2ccncc2)cc1	-4	1
115	CN1/C(=C\C(=O)Nc2ccc(Br)cc2)C(C)(C)c2ccccc21	7	0.95
116	CC(NS(=O)(=O)c1ccc(Cl)cc1)c1ccccc1 (stereo not given)	-9	0.93
117	CCc1c(C#N)c(N)nc(SCC(=O)c2ccc(-c3ccccc3)cc2)c1C#N	3	1
118	COc1ccc(C2C(C(C)=O)=C(O)C(=O)N2CC2CCCO2)cc1OC (stereo not given)	-5	1.1
119	C=CCN1C(=O)/C(=C\c2cc(Cl)c(OCc3ccccc3F)c(OC)c2)SC1=S	3	1
120	CC(=O)N(/C=C1\Sc2ccccc2C1=O)c1ccc(C)cc1	8	1.1
121	O=C1c2ccccc2C(=O)N1C/C=C/CN1C(=O)c2ccccc2C1=O	6	1

# Source: PubChem BioAssay (Milwaukee Institute for Drug Discovery)
